Assay outcomes: PubChem BioAssay, The Scripps Research Institute Molecular Screening Center
M1 ag parental: counter-screen for M1 agonists: effect in parental CHO-K1 cells | Fluo-8 calcium fluorescence; scaled to maximal ATP response, vehicle zero | 360,000 tested, 0.48% active | activation, % at 3 µM; in the data active means activation above about 15%;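 further: untransfected CHO-K1 host cells lacking M1 receptor as counterscreen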
CHO parental Ca: ATP-evoked calcium signal inhibitors, parental CHO, primary screen, counter-screen for OX1R antagonist project, cell-based, fluorescence, Fluo-8 calcium dye. parental CHO-K1, ATP-induced calcium, Fluo-8 fluorescence. inhibition, % at 5.6 µM. 330,000 tested, 0.63% active. AID 463079, 2010;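 active means inhibition above that plate's mean sample inhibition plus 3 SD, cut at about 26% in these data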;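 further: 0% = ATP-challenged DMSO wells and 100% = DMSO wells without ATP; some compounds past the cut are filed as inactive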
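Material – parental CHO cells · Reagent – ATP stimulus · Compound – single nominal dose of 5.6 µM per compound · Detection – Fluo-8 fluorescence · Read-out basis – percent inhibition of calcium signal · Controls – ATP-challenged DMSO wells low, unchallenged DMSO wells high · Repeats – no replicates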
M1 PAM: human M1 muscarinic receptor positive allosteric modulators, primary screen, CHO-K1 cells, Fluo-8 calcium fluorescence, 1536-well; CHO-K1 hM1, ACh EC20; 0% = ACh EC20, 100% = maximal ACh; activation, % at 3 µM; 360,000 tested, 0.088% active; in the data active means activation above about 19%, passing the limit was not always enough
Target sequence (P11229 whole entry, looked up): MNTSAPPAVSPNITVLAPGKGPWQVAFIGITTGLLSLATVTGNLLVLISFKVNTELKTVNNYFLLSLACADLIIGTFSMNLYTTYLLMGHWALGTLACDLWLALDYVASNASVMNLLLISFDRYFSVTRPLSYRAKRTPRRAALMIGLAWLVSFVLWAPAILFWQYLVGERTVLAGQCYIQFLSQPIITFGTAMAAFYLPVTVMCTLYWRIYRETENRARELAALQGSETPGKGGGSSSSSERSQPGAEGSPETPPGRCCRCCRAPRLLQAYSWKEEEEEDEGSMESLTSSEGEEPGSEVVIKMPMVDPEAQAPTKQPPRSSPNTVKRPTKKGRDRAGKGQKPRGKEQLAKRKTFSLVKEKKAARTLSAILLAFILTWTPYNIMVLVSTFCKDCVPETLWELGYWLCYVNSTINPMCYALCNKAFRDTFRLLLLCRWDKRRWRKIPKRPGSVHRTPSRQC
TAAR1 antagonist: human TAAR1 antagonists, primary screen, Fluo-8 calcium fluorescence, CHO RD-HGA16 cells | Trace amine-associated receptor 1 (Homo sapiens), Q96RJ0 | antagonist | inhibition, % at 3 µM | 360,000 tested, 1.5% active | AID 624466, 2012;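 active means inhibition above a per-plate cutoff, the mean inhibition of test compounds on that plate plus 3 SD, cut at about 49% in these data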;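 further: 0% = DMSO plus EC80 beta-PEA response and 100% = DMSO alone without agonist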
Target sequence (Q96RJ0 whole entry, looked up): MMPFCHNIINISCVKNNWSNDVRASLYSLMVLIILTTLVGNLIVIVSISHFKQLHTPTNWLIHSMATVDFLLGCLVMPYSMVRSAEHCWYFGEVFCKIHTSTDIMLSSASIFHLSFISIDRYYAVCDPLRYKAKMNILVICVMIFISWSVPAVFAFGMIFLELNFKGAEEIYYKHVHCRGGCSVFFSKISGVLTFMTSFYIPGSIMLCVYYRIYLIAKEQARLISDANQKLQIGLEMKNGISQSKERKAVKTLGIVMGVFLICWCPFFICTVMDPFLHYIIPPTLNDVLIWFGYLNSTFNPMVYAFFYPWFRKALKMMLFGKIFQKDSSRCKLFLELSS
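Material: CHO RD-HGA16 cells bearing hTAAR1; compound dosing: one-point dosing, 3 µM nominal final; schedule: dye loading 75 min at 37 °C, then 30 min room temperature; measured by: calcium fluorescence with Fluo-8; control set: vehicle and agonist controls; replication: n of 1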
CHO-K1 Ca PAM: nonselective calcium activators in parental CHO-K1 cells, primary screen, counter-screen for M1 PAM project, cell-based, Fluo-8 calcium fluorescence, full deck, 1536-well | ATP EC20; 0% at ATP EC20, 100% at ATP max | activation, % at 3 µM | 360,000 tested, 0.02% active | AID 602247, 2012;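 active means activation above the run cutoff, the mean activation of all test compounds plus 3 SD, cut at about 40% in these data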;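 further: peak over basal fluorescence ratio in a 140 s read after ATP addition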
CHRM1 agonist: human M1 muscarinic receptor agonists, primary screen, Fluo-8 calcium fluorescence, CHO-K1 cells, HTS. Muscarinic acetylcholine receptor M1 (Homo sapiens), P11229. 360,000 tested, 0.33% active. CHO-K1 hM1, agonist mode; 0% DMSO, 100% acetylcholine EC100. activation, % at 3 µM;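 active means activation above the run's mean compound activation plus 3 SD, cut at about 16% in these data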;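 further: peak over basal fluorescence ratio within a 140 s kinetic read after compound addition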
TAAR1 ag: human TAAR1 agonists, primary screen, Fluo-8 calcium fluorescence, CHO RD-HGA16 cells. Trace amine-associated receptor 1 (Homo sapiens), Q96RJ0. vehicle wells 0%, saturating PEA agonist 100%. activation, % at 3 µM. 360,000 tested, 0.99% active;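 active means activation above the mean activation of all test compounds in the run plus 3 SD, cut at about 38% in these data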
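System: CHO-derived RD-HGA16 cells with stable Gα16 and human TAAR1 / Times: 17-24 h plating, Fluo-8 75 min 37 °C, 30 min RT / Technique: calcium-sensitive Fluo-8 signal, excitation 470-495, emission 515-575 nm / Measure: % activation relative to PEA EC100 response / Benchmarks: DMSO and PEA EC100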
CHO-K1 Ca antag: counter-screen for M1 antagonists: effect in parental CHO-K1 cells; inhibition, % at 3 µM; ATP-induced calcium, Fluo-8 fluorescence; 360,000 tested, 0.6% active;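 active means inhibition above a per-plate cutoff, the plate's mean sample inhibition plus 3 SD, cut at about 24% in these data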;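 further: 0% = DMSO plus EC80 ATP and 100% = DMSO alone without ATP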
M1 antag: human M1 muscarinic receptor antagonists, primary screen, CHO-K1 cells, Fluo-8 calcium fluorescence, 1536-well | Muscarinic acetylcholine receptor M1 (Homo sapiens), P11229 | inhibition, % at 3 µM | 360,000 tested, 1.3% active | CHO-K1 hM1, ACh EC80 antagonist;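 active means percent inhibition above its own plate's cutoff, namely the mean of that plate's compound wells plus 3 SD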;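 further: peak over basal fluorescence ratio during 140 s after agonist addition; 0% = ACh EC80 plus DMSO and 100% = DMSO alone without agonist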
The depositor's hits bear a star; · = no result given. This is a random part of the collection; about 4.4% have a hit in one of these screens.

#	mol	CHRM1 agonist	CHO-K1 Ca PAM	M1 ag parental	TAAR1 ag	CHO-K1 Ca antag	M1 antag	M1 PAM	CHO parental Ca	TAAR1 antagonist
1	C=CCN(CC=C)C(=S)NC(=O)/C=C/c1ccc(OC)cc1	-12	29	1.4	3	-12	-4	11	-9	2
2	Cc1ccc(S(=O)(=O)Nc2ccc(-n3cnnn3)cc2)cc1	3	14	1.9	4	-11	-13	4	4	-3
3	CC1CCCC(NC(=O)CN(C)CC(=O)Nc2ccc(F)cc2)C1C (stereo not given)	-3	6	0.3	2	-8	-3	1	-20	-18
4	COCCCNC(=O)C[C@H]1C[C@H](C(=O)N(C(C)C)C(C)C)[C@@]2(C)c3[nH]c4cc(-c5ccco5)ccc4c3CCN2C1=O	-3	-10	-0.2	-1	19	1	3	-21	2
5	CN1C(=O)[C@H]2[C@@H](/C=C/c3ccccc3)N3C(=O)CN(Cc4ccccn4)C(=O)[C@@]3(Cc3ccccc3)[C@H]2C1=O	-4	1	0.1	0	-12	-4	6	-18	-7
6	Nc1nc(CSc2nnnn2-c2ccc(Cl)cc2)nc(N2CCOCC2)n1	-3	4	0.8	13	-2	8	5	-10	1
7	CCOC(=O)C1CCCN(C(=O)/C(=C/c2ccco2)NC(=O)c2ccccc2)C1 (stereo not given)	48*	17	0.3	18	-8	11	-12	-13	9
8	CC(C)CN(C(=O)COC(=O)/C=C/c1cccs1)c1c(N)n(Cc2ccccc2)c(=O)[nH]c1=O	0	21	0.0	7	-2	-8	10	-38	11
9	CC(C)(CO)NS(=O)(=O)c1ccc2c(c1)C(=NO)c1cc(S(=O)(=O)NC(C)(C)CO)ccc1-2	-4	11	0.3	-1	-9	-6	7	1	7
10	Cc1occc1C(=O)N/N=C/c1ccc(Cl)c([N+](=O)[O-])c1	0	-9	-0.2	9	13	3	2	-12	2
11	COc1ccc(OC)c(/C=C/C(=O)Nc2cccc(S(=O)(=O)NC3=NCCCCC3)c2)c1	-4	-5	2.8	3	-11	-3	0	-19	19
12	CC1(C(=O)Nc2cccc(Oc3ccccc3)c2)CCN1Cc1cccc2c1OCO2 (stereo not given)	-10	7	1.1	0	3	-5	11	·	-11
13	CC(O)CNC(=O)Cc1cc(=O)[nH]c(=O)[nH]1 (stereo not given)	-3	13	1.1	1	-14	-2	2	-1	-4
14	COc1cc(/C=C2\C(=N)N3N=C(C(C)C)SC3=NC2=O)ccc1OCCOc1ccc(NC(C)=O)cc1	-4	0	0.1	2	-10	-13	9	-3	-9
15	COc1ccc(N(C)C(=O)c2oc(=O)c3ccccc3c2-c2ccccc2)c(OC)c1	-4	21	3.6	1	-17	-14	4	-4	35
16	COc1ccccc1-n1cc(C(=O)NCC(=O)N2CCN(c3ccccn3)CC2)c2ccccc2c1=O	-5	12	1.2	2	-13	-3	-1	-8	-27
17	CCCN=C1N(CC)C[C@@H]2[C@@H]3C(=O)N(C)C(=O)[C@@H]3[C@](C)(C(=O)OC)N12	-3	14	0.2	8	-8	-9	2	4	-2
18	C=CCNC(=O)C1CCN(c2c([N+](=O)[O-])cc(C(F)(F)F)cc2[N+](=O)[O-])CC1	-2	-3	0.5	4	-9	-12	7	1	0
19	Cc1cc(C(=O)NNS(=O)(=O)c2cccc(Cl)c2)nn1C(C)(C)C	-8	5	0.1	9	-1	-6	4	-5	-13
20	CC1=C(c2ccc(C)cc2)[N+](=O)C(C)(C)N1[O-]	-5	21	0.2	6	-15	-15	14	8	10
21	Cc1ccc2c(COC(=O)c3ccc(NC(=O)CC#N)cc3)cc(=O)oc2c1C	0	8	-0.3	10	8	3	10	-4	-21
22	Cc1cc(NS(=O)(=O)c2ccc(NC(=O)CCSc3ccc(F)cc3)cc2)nc(C)n1	-3	-7	1.4	6	-14	-13	4	-11	-12
23	CCOc1ccc(Nc2nc3c(C)cccc3cc2C#N)cc1	-1	-20	-0.5	3	11	-13	4	-16	-22
24	Cc1ccc(C(=O)c2cc([N+](=O)[O-])ccc2N2CCCCC2)cc1C	-13	30	-0.1	-1	-13	-3	-2	15	4
25	COc1ccccc1N1CCN(c2cc(C)nc3nc(C)nn23)CC1	-2	-14	-0.1	1	18	10	-12	-10	-16
26	c1ccc(-c2ccccc2OCCCN2CCCCC2)cc1	-9	-4	1.0	0	-4	7	-12	-11	5
27	COc1cccc(C(=O)Nc2cc3c(cc2C(C)=O)OCCO3)c1	-4	21	0.8	1	-4	5	0	-3	7
28	O=C(Nc1cc(Sc2nc3ccccc3s2)cc([N+](=O)[O-])c1)c1cccc(F)c1F	0	-12	0.0	5	0	-3	3	3	-3
29	C[C@H](NC(=O)c1[nH]cnc1C(=O)Nc1nccs1)c1ccccc1	-5	10	0.8	10	-11	2	1	-26	8
30	Cc1nn(C)c2ncc(C(=O)c3ccccc3O)cc12	0	11	5.5	4	-12	-12	12	-3	-1
31	COc1ccc(CCNC(=O)CC2SC(=NCCC(C)C)NC2=O)cc1OC (stereo not given)	-6	18	0.2	4	-10	4	5	-1	-3
32	CNC(=O)C(=O)NCC1OCCCN1S(=O)(=O)c1ccc2c(c1)OCCO2 (stereo not given)	-1	6	2.3	1	-7	-5	10	8	-23
33	Cc1cccc(NC(=O)CSc2nc3c(c(=O)[nH]2)CCCC3)c1C	-2	-5	0.2	1	-22	-12	-3	-17	-15
34	CC1CC(NC(=O)/C(C#N)=C/c2ccc[nH]2)CC(C)(C)C1 (stereo not given)	-4	-6	0.3	7	3	1	-1	-22	10
35	COc1ccc(Nc2nc(=O)[nH]nc2C)cc1	0	13	0.5	0	-17	-14	12	-2	2
36	O=C(COC(=O)c1cccc(F)c1)Nc1cccc(S(=O)(=O)N2CCCCC2)c1	2	-8	4.2	5	-1	3	-7	·	34
37	O=C(NCc1ccco1)C(Cc1ccccc1)N1C(=O)C2C3C=CC(C3)C2C1=O (stereo not given)	-4	0	-0.1	4	5	-5	1	-8	-14
38	COCCn1c(SCC(=O)NC2CCCCC2)nnc1-c1ccncc1	1	2	0.6	4	-5	-2	14	14	-5
39	N#C/C(=C\c1ccc(O)c(Br)c1)C(=O)N1CCCCC1	-2	-11	1.2	3	3	-4	0	-3	-32
40	CCOc1ccccc1NC(=O)C(CC(C)C)NC(=O)C1CCC(C)CC1 (stereo not given)	-4	2	-0.1	2	-9	3	6	-12	-9
41	Cc1ccc(CNC(=O)[C@H](Cc2ccccc2)NC(=O)C2CCNCC2)cc1	-2	17	0.9	0	31*	-15	9	-19	0
42	Cc1ccsc1CN(C)CC(=O)NCC(=O)Nc1ccc(F)c(F)c1F	-5	10	0.4	6	-8	-1	0	-11	-10
43	COc1ccc(C(CC(=O)Nc2nccs2)C(C)C)cc1 (stereo not given)	-3	3	19*	1	3	10	-6	2	-18
44	CCOC(=O)C1=C(CS(=O)(=O)c2ccc(F)cc2)NC(=O)NC1c1cc(OC)c(O)c(OC)c1 (stereo not given)	3	11	1.3	1	-23	-10	7	-2	-11
45	Cn1c(SCC(=O)O)nc2sc3c(c2c1=O)CCC3	-3	9	1.1	0	-5	-9	2	·	-27
46	N#CC1=C(N)NC(SCC(=O)c2ccc(Br)cc2)=C(C#N)C12CCCCC2	2	4	7.8	16	18	19	-7	23	66*
47	O=C(c1ccc(Br)o1)N(c1ccc(Br)cc1)C1C=CS(=O)(=O)C1 (stereo not given)	1	22	0.5	6	-12	-2	14	-2	-13
48	O=C(c1ccc2c3c(cccc13)CC2)C1CCCN(C(=O)c2cc[n+]([O-])cc2)C1 (stereo not given)	-10	12	0.4	0	3	-12	14	-9	7
49	CC(=O)c1cccc(NC(=S)N2CCN(CCN3C(=O)c4cccc5cccc(c45)C3=O)CC2)c1	-8	3	-0.1	4	6	-11	8	-21	-4
50	CC(C)OCCCN(C)C1CCN(S(=O)(=O)c2ccc(-c3ccc(=O)[nH]n3)s2)CC1	-4	21	1.0	16	-17	5	-6	-5	-18
51	Cc1ccc2cc(CN(C(=O)c3ccco3)c3cccc(C)c3C)c(=O)[nH]c2c1	-1	18	1.3	6	-15	-19	10	-31	-41

One compound at a time, as listed above:
Record of CC(C)OCCCN(C)C1CCN(S(=O)(=O)c2ccc(-c3ccc(=O)[nH]n3)s2)CC1 = CHRM1 agonist = -4; CHO-K1 Ca PAM = 21; M1 ag parental = 1.0; TAAR1 ag = 16; CHO-K1 Ca antag = -17; M1 antag = 5; M1 PAM = -6; CHO parental Ca = -5; TAAR1 antagonist = -18
Record of C=CCN(CC=C)C(=S)NC(=O)/C=C/c1ccc(OC)cc1 = CHRM1 agonist = -12; CHO-K1 Ca PAM = 29; M1 ag parental = 1.4; TAAR1 ag = 3; CHO-K1 Ca antag = -12; M1 antag = -4; M1 PAM = 11; CHO parental Ca = -9; TAAR1 antagonist = 2
